High-throughput results: PubChem, National Center for Advancing Translational Sciences (NCATS)
HEK293 viab – GF-AFC viability counterscreen for inhibitors of alpha-synuclein gene (SNCA) expression. HEK-293-SNCA-luc viability, GF-AFC fluorescence, 24 h. Potency, µM (highest dose often 57.1 µM), for the others: top-dose activity change, negative = cytotoxicity, most hits filed as cytotoxic. hit rate 0.12% among 150,000;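 also: potency is read from the fitted curve at half-maximal effect; 0% = DMSO-treated cells and -100% = medium-only wells without cells; nearly all actives have a fitted effect of over 30% in size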
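HEK-293-SNCA-luc cells (1500/well) plated 24 h, then exposed 24 h to a dilution series; GF-AFC added 30 min at 37C, fluorescence 405/540 nm; normalised to medium-only and DMSO wells, Hill fit.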
Luciferase inh – Firefly luciferase inhibition profiling of diverse chemical library using quantitative high-throughput screening | Luciferin 4-monooxygenase (Photinus pyralis), P08659 | purified P. pyralis luciferase, luminescence, biochemical | Potency, µM (series often up to 115 µM), for inactives: at the top dose activity change, negative = inhibition, actives largely listed as inhibitors | hit rate 2.5% among 76,000 | AID 1347043, 2019; also: potency is read from the fitted curve at half-maximal effect; nearly all actives have a fitted effect of over 65% in size
Target sequence (P08659 whole entry, looked up): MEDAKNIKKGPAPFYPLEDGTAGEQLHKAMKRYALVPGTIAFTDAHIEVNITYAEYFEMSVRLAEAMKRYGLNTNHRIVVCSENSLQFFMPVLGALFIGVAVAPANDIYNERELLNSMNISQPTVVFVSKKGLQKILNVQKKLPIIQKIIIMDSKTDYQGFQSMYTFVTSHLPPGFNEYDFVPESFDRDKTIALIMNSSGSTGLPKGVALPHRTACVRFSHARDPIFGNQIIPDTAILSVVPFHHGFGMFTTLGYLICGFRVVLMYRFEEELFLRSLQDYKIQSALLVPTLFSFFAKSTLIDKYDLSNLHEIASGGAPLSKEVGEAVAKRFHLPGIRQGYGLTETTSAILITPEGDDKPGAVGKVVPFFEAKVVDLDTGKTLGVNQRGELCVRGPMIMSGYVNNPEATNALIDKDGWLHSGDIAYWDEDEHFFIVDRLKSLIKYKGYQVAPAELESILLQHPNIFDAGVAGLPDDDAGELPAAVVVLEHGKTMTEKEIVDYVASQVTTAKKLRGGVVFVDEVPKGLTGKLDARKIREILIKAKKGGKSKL
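Purified 10nM P. pyralis luciferase with 10uM D-luciferin and 10uM ATP in 50mM Tris acetate pH 7.5, 10mM Mg acetate, 0.01% Tween-20, 0.05% BSA. qHTS titration; luminescence read by CCD imager.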
IP6K1 inhibitor – Primary qHTS assay for small molecule inhibitors of Inositol hexaphosphate kinase 1 (IP6K1); Inositol hexakisphosphate kinase 1 (Homo sapiens), Q92551; IP6K1 kinase, ADP-Glo luminescence, 2 h; hits give low values; activity change, % (series mostly up to about 58 µM); hit rate 0.81% among 140,000; in the data active = activity change below about -25%
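ADP-Glo luminescence measures ADP made by human IP6K1 during a 2 h RT reaction with ATP/IP6 (mix at 1.3 mM/130 uM); top library doses 57.5 and 19.1 uM final.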
SNCA expr inh – Primary qHTS assay for inhibitors of alpha-synuclein gene (SNCA) expression; hit rate 0.17% among 140,000; AID 1671194, 2021; Potency, µM (top dose mostly 57.2 µM), without a hit: top-dose activity change, negative = inhibition, actives largely listed as inhibitors; HEK-293 SNCA-luciferase knock-in, luminescence, 24 h;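 also: potency is read from the fitted curve at half-maximal effect; plate controls were DMSO cells for no effect and cell-free wells for full effect; nearly all actives have a fitted effect of over 45% in size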
HEK cytotox – Cytotoxic Profiling in HEK 293 Cell Line of Diverse Libraries Using Quantitative High-Throughput Screening; HEK 293 viability, ATP luminescence (CellTiter-Glo), 48-72 h; Potency, µM (titrated, usually from 115 µM), without a hit: at the highest dose activity change, negative = cytotoxicity, hits mostly inhibitors; hit rate 6.6% among 94,000; also: potency is read from the fitted curve at half-maximal effect; nearly all actives have a fitted effect of over 60% in size
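CellTiter-Glo luminescence (cellular ATP) was read after 48 or 72 hr of compound exposure at 37 degree Celsius. Cells were HEK 293 plated at 250 cells/well.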
3T3 cytotox – Cytotoxic Profiling in NIH 3T3 Cell Line of Diverse Libraries Using Quantitative High-Throughput Screening; Potency, µM (series often up to 96.7 µM), for the others: at the highest dose activity change, negative = cytotoxicity, actives largely listed as inhibitors; AID 1345082, 2018; hit rate 4.3% among 94,000; NIH 3T3 viability, CellTiter-Glo ATP luminescence, 48-72 h; also: potency is read from the fitted curve at half-maximal effect; nearly all actives have a fitted effect of over 55% in size
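Cytotoxicity was measured by CellTiter-Glo ATP luminescence after 48 or 72 h compound exposure at 37 °C. Mouse NIH 3T3 fibroblasts were seeded at 400 cells/well and dosed by 23 nL pin transfer.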
GPT2 inhibitor – Primary qHTS assay for inhibitors of Glutamate pyruvate transaminase 2 (GPT2) | Alanine aminotransferase 2 (Homo sapiens), Q8TD30 | Recombinant GPT2, coupled pyruvate oxidase/HRP Amplex Red fluorescence | Potency, µM (top dose mostly 57.7 µM), without a hit: at the highest dose activity change, negative = inhibition, hits mostly inhibitors | hit rate 0.25% among 100,000; also: potency is read from the fitted curve at half-maximal effect; nearly all actives have a fitted effect of over 60% in size; many of its hits are not listed in these tables
Target sequence (Q8TD30 whole entry, looked up): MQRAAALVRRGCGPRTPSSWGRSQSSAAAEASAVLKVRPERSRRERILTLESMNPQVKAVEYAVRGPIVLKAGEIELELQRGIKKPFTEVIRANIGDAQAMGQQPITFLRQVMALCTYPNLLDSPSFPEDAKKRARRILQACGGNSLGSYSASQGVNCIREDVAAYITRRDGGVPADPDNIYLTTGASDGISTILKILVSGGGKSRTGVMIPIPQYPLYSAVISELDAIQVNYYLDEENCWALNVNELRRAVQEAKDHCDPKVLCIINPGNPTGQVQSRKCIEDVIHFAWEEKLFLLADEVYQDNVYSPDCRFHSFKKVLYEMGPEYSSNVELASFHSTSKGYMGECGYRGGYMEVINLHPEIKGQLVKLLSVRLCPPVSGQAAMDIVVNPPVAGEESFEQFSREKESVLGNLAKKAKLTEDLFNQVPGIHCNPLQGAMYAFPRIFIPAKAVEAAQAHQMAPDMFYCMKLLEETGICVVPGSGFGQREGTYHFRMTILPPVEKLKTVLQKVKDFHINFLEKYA
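Inhibition is scored from Amplex Red fluorescence generated when pyruvate oxidase and HRP act on pyruvate released by GPT2. Reactions contain 10ng/uL enzyme, 250uM a-KG and 2mM L-alanine and run 30 min at room temperature.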
Numbers without * were called inactive; i = inactive; ? = inconclusive; . = not tested or not shown; & = joins results of further samples; [ ] = another dose, or the depositor's remark. Unless noted, calls follow the shape of the dose curve; as a rule, active = well fitted curve in the direction sought with a large enough effect; inconclusive = small, poorly fitted or top-dose-only effect, or another doubt; inactive = no such curve, though single readings can be large; an effect the other way counts as inactive or inconclusive. Unless noted, % is scaled to controls: 0 for no effect and ±100 for the full control effect.

Preview, 3 compounds:
SMILES	HEK293 viab	Luciferase inh	IP6K1 inhibitor	SNCA expr inh	HEK cytotox	3T3 cytotox	GPT2 inhibitor
COc1cccc(C(=O)N2CCC3(C2)C(=O)N(CCc2ccccc2)c2ccccc23)c1 (stereo not given)	?	-6%&-9%	11&21	?	45µM*	?	1%
CN(C)C[C@@H]1CN(c2ccccn2)C[C@H]1NC(=O)c1ccc(C#N)cc1	0%	10%	-6	-26%	-9%	4%	i
Cc1ccccc1-c1nc2c(c(SCc3cccc(Cl)c3)n1)Cc1c(CO)cnc(C)c1O2	-24%	.	2	?	.	.	.

All compounds of this part, from the start:
SMILES	HEK293 viab	Luciferase inh	IP6K1 inhibitor	SNCA expr inh	HEK cytotox	3T3 cytotox	GPT2 inhibitor
COc1cccc(C(=O)N2CCC3(C2)C(=O)N(CCc2ccccc2)c2ccccc23)c1 (stereo not given)	?	-6%&-9%	11&21	?	45µM*	?	1%
CN(C)C[C@@H]1CN(c2ccccn2)C[C@H]1NC(=O)c1ccc(C#N)cc1	0%	10%	-6	-26%	-9%	4%	i
Cc1ccccc1-c1nc2c(c(SCc3cccc(Cl)c3)n1)Cc1c(CO)cnc(C)c1O2	-24%	.	2	?	.	.	.
CN(CC1CCOC1)C(=O)c1cc(F)ccc1Cl (stereo not given)	3%	4%	18	-4%	-1%	i	i
CCc1ccc(CN2CCC3(CCC(=O)N(Cc4cnc(C)cn4)C3)CC2)o1	3%	0%	-5	-10%	-6%	-23%	-2%
CCN1c2cc(C(=O)NCc3ccc(SC)cc3)ccc2C(=O)N2CCCCC21 (stereo not given)	25%[12.5 µM]	-12%	-2	2%	-25%	-21%	-1%
O=C(Cn1nc2c(cc1=O)CCCCC2)Nc1ccc(C(F)(F)F)nc1	-17%	10%	11	-3%	2%	3%	-19%
CN1CC(=O)N(C2CCCNCC2)Cc2c(NCC(C)(C)C)ncnc21 (stereo not given)	2%	.	4	-15%	i	-1%	4%
Cc1ccccc1CNC(=O)Cc1csc2ccccc12	9%	.	12	145%[activator]	.	.	.
O=C(O)CCn1ncc2cc(OCC3CCN(C(=O)OC4CCCC4)CC3)ccc21	8%[87.6 µM]	?	-10	3%[87.6 µM]	?	25µM*	-2%[88.5 µM]
COc1cccc(CNC(=O)C2CCc3nnc(CN[S+](=O)([O-])c4ccccc4Cl)n32)c1 (stereo not given)	-11%	.	-2	9%	-4%	-29%	i
COc1cccc(CC(=O)N2CCC3(CC2)OC(=O)N(Cc2ncccn2)C3(C)c2ccccc2)c1 (stereo not given)	-1%	8%	-17	6%	i	?	i
CNC(=O)c1cccc(-n2ccnc2-c2ccc(C#CCCO)cc2)c1	5%	-2%	14	0%	3%	-22%	?
Cc1cc(Nc2nc(-c3ccccc3)nc3ccccc23)n[nH]1	-20%	.	-26*	.	.	.	i
COc1ccc(-c2nnc(SCC(=O)Nc3c(C)cccc3C)nc2-c2ccc(OC)cc2)cc1	-1%	.	-17	-19%	.	.	.
Cc1cc(C(=O)N2CCC(c3noc(-c4ccccc4)n3)C2)n[nH]1 (stereo not given)	-9%	-8%	8	1%	?	-24%	-5%
COc1ccc(NC(=O)c2ccc3c(c2)CCN3S(=O)(=O)c2ccccc2)cc1	-9%	.	31	-5%	.	.	.
CCc1ccccc1NC(=O)N1CC(C)Sc2ccccc21 (stereo not given)	-23%	.	15	45%[activator]	.	.	.
Cc1ccc(-c2noc(-c3nnn(-c4cccc(C(F)(F)F)c4)c3N)n2)cc1	8%	.	0	-3%	.	.	.
COc1ccccc1Nc1ncc2c(n1)CCN(Cc1ccc(C)s1)C2	-6%	.	-8	6%	.	.	.
Cc1cccc(CC(=O)N2CCC(n3cc(-c4nc(-c5ccccc5)no4)nn3)C2)c1 (stereo not given)	-3%	?	-7	16%	?	?	i
Cc1ccc2oc(C(=O)N(Cc3ccccc3F)C3CCS(=O)(=O)C3)c(C)c2c1 (stereo not given)	-5%	.	-2	-2%	.	.	.
COC(=O)[C@@H](C)NC(=O)[C@H]1CN(C(=O)c2cccnc2)CCN1C(=O)NC1CCCCC1	1%	2%	-13	-26%	-1%	-1%	i
C[S+](=O)([O-])N1CCCC(c2nn(-c3cccc(Cl)c3)c(=O)[nH]2)C1 (stereo not given)	-8%	5%	9	8%	-12%	?	i
CC(C)OC(=O)C1=CN(C(=O)c2ccc(F)c(F)c2)CC(C)(C)c2c1[nH]c1ccccc21	?	.	13	-6%	.	.	?
COc1cc(OC)c(NC(=O)c2ccc3nc(C(C)C)oc3c2)cc1Cl	2%	.	-4	56%[activator]	.	.	.
COc1ccc(N2CCN(C(=O)CSCc3ccc(C)cc3)CC2)cc1	4%	.	13	0%	.	.	.
CNC(=O)[C@@H]1CN(C(=O)c2ccccc2C(F)(F)F)C[C@H]1c1n[nH]c(C)n1	7%	-11%	11	8%	4%	4%	-18%
CN1C(=O)c2cccn2CC1C(=O)NCc1cc(F)ccc1F (stereo not given)	-1%	4%	-3	-4%	2%	-5%	0%
COc1ccc(-c2cc(C(F)(F)F)nc(SCC(=O)NC(C)c3ccccc3)n2)cc1 (stereo not given)	-9%	.	-1	-12%	.	.	.
COCCNC(=O)[C@H]1C[C@H](Oc2cccnc2)CN1C(=O)c1cccs1	3%	2%	10	24%	-17%	0%	5%
COC(=O)c1cccc(-c2nc(C3CC(=O)N(c4ccc(F)c(Cl)c4)C3)no2)c1 (stereo not given)	22%	-5%	-7	-8%	?	?	i
CCCCCCc1c(C)c2c(cc(C)c3c(C)coc32)oc1=O	3%	.	6	15%	.	.	.
O=C(Nc1ccc(F)cc1)C1CN(c2ccnc3ccnn23)C1	-7%[87.6 µM]	.	0	-5%[87.6 µM]	?	?	i
COCCC(=O)N1CCCCCCN(C)C(=O)[C@@H]2CCC[C@@H]21	1%	-9%	-5	-2%	-20%	-2%	i
O=C(c1ccccc1F)N1CCC(c2n[nH]c(=O)n2-c2ccccc2)CC1	-5%	11%	20	-15%	-2%	-13%	-5%
CN1C(=O)c2cccn2CC1CNC(=O)CCc1ccccc1 (stereo not given)	-1%	3%	11	-5%	-17%	-3%	i
O=C(O)c1ccnc(-c2ccnc(NCc3noc(C4CCCC4)n3)n2)c1	7%	5%	-8	-8%	i	-6%	i
CN1CCC(C(=O)N2Cc3ccccc3CC3(CCCN(Cc4ccccn4)C3)C2)CC1 (stereo not given)	-10%	.	9	-10%	i	0%	-5%
CCc1cc(CNC(=O)c2cc(Cn3c(C)nc4ccccc43)[nH]n2)on1	1%	0%	8	-27%	?	?	-6%
CC(C)(N)C(=O)N1CCCC(N2CCN(c3ccccc3)CC2)C1 (stereo not given)	2%	-3%	2	51%[activator]	-21%	-19%	i
Cc1cccc(C(=O)Nc2ccc(N3CC=C(c4ccccc4C)CC3)c(C(=O)O)c2)c1	-5%	.	17	28%	.	.	.
Cn1cccc1C(=O)N1CCC(n2cc(-c3nc(-c4ccccc4)no3)nn2)C1 (stereo not given)	-25%	?	6	61%[activator]	45µM*	?	i
COCCn1c(C)cc(O)c(C(c2ccccc2)N2CCN(CCO)CC2)c1=O (stereo not given)	1%	.	21	?	.	.	.
Cc1c(-c2cn(C)c(=O)n3cc(COc4ccccc4)nc23)cnn1C	-6%[87.6 µM]	-16%[172 µM]	-2	45%[activator][87.6 µM]	0%[172 µM]	?	0%[88.5 µM]
CN(C)C(=O)c1cccnc1OC1CCN(S(=O)(=O)c2ccc3c(c2)OCCO3)C1 (stereo not given)	-1%	-12%	9	5%	-11%	-28%	-22%
CN1CCCCCC(O)c2cc(C(=O)NCCN3CCOCC3)ccc21 (stereo not given)	4%	-9%	1	8%	-22%	-21%	-29%
c1ccc2c(c1)CNC1(CCN(Cc3cccc4ccccc34)CC1)CO2	-6%	3%	23	12%	79µM*	?	i
Cc1ccc(S(=O)(=O)N2CCc3cc(C(=O)Nc4c(F)cccc4F)ccc32)cc1	-1%	.	7	17%	.	.	.
Cc1cncc(C(=O)NC2CCN(c3ccc(=O)n(C)n3)CC2)c1	-9%	-1%	0	-24%	-1%	4%	-9%

Arranged by heavy-atom count (low to high): some entries from above
SMILES	HEK293 viab	Luciferase inh	IP6K1 inhibitor	SNCA expr inh	HEK cytotox	3T3 cytotox	GPT2 inhibitor
CN1CCCCCC(O)c2cc(C(=O)NCCN3CCOCC3)ccc21 (stereo not given)	4%	-9%	1	8%	-22%	-21%	-29%
c1ccc2c(c1)CNC1(CCN(Cc3cccc4ccccc34)CC1)CO2	-6%	3%	23	12%	79µM*	?	i
CN(C)C(=O)c1cccnc1OC1CCN(S(=O)(=O)c2ccc3c(c2)OCCO3)C1 (stereo not given)	-1%	-12%	9	5%	-11%	-28%	-22%

Continuation:
SMILES	HEK293 viab	Luciferase inh	IP6K1 inhibitor	SNCA expr inh	HEK cytotox	3T3 cytotox	GPT2 inhibitor
CC(C)[S+](=O)([O-])N1CC2(CN(Cc3ccc(Cl)cc3)C(=O)O2)C1	10%[87.6 µM]	1%[172 µM]	9	?	-24%[172 µM]	?	-15%[88.5 µM]
COCCOCC(OC)OC	16%[23.9 µM]	.	6	15%[25.6 µM]	.	.	-7%
COc1cccc(C(=O)NCC2CCCN(Cc3cccnc3)C2)c1OC (stereo not given)	-4%	-7%	-5	-3%	3%	2%	i
COc1ccc(C(=O)N2CCC3(CC2)NC(=O)N(Cc2ccccc2Cl)C3=O)cc1	12%	1%	1	-13%	?	-12%	i
CC(=O)NCCNC(=O)c1ccc2c(=O)n(CCc3ccccc3)c(=O)[nH]c2c1	?	.	-3	86%[activator]	.	.	.
CC(C)C[C@@H](NC(=O)[C@@H]1C[C@@H](NS(=O)(=O)c2cccs2)CCN1C(=O)c1cccn1C)C(N)=O	6%	6%	-3	-18%	-4%	i	3%
CCOc1cc(-c2nc(-c3ccc(-c4ccc(OC)cc4)nc3OC)no2)cc(OCC)c1OCC	-10%	.	-17	-13%	.	.	.
CN(C(=O)C1(c2ccc(Cl)cc2)CCOCC1)C1CCc2ccccc21 (stereo not given)	-6%	.	-14	-5%	?	?	2%
Cc1ccc(Cl)cc1N1CCN(S(=O)(=O)c2ccc3c(c2)CCN3C(=O)C2CCC2)CC1	19%	.	12	-6%	.	.	.
CN1CCCCCCN(C(=O)NCc2ccccc2)[C@H]2CCC[C@H]2C1=O	7%	-3%	-2	10%	-5%	-9%	i

This is a subset (hit frequency here may not be typical).
